# Compound activity from PubChem.
# HCMV inh – human cytomegalovirus inhibition; HFF cells, HCMV-luciferase reporter, 72 h; stronger effect = lower value; activity change, negative = inhibition, % at 57.5 µM; actives 4.5% (n = 410,000); AID 1259415; in the data active means activity change below about -60%; inconclusive means no clear call, values can overlap the other calls; inactive means above about -39%
#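 Two compound doses tested in HFFs infected with HCMV-luciferase, MOI 1 PFU/cell, 72 h at 37C. Lysate luminescence read with OneGlo; data normalized against buffer-only and 10uM Salinomycin inhibitor controls.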
# HCV inhibitor – blocks hepatitis C virus; Huh7.5.1 HCVcc-Cre infection, luciferase reporter, 44 h; Potency, µM (highest dose often 41.8 µM), without a hit: at the top dose activity change, negative = inhibition, most hits filed as inhibitors; actives 3.4% (n = 340,000); AID 651820; active means well fitted inhibition curve with a large enough effect; inconclusive means small, poorly fitted or top-dose-only effect, or another doubt; inactive means no such curve, though single readings can be large or run the other way; further: potency means the concentration at half of the fitted maximal effect
#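 Infectious HCVcc-Cre (~0.5 moi) was added to cells just after compound, with cells seeded 4 h earlier at 1,000 per well. Luciferase activity after 44 h culture reported infection; substrate was incubated 15 min at room temperature before reading.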
# Active calls of the source: *; ? = inconclusive; [ ] = dose if it differs, or a comment. On the % scale 0 is the no-effect control and ±100 the full control effect.
Compound | HCMV inh | HCV inhibitor
C[C@@H](N)C(=O)N[C@H]1CCC2C3CC=C4C[C@@H](O)CC[C@]4(C)C3CC[C@@]21C (stereo partly drawn) | ? | -15%
COc1ccc(C(CNC(=O)c2cccc(S(=O)(=O)Nc3ccc(Br)cc3)c2)N(C)C)cc1 (stereo not drawn) | 9 | ?
Cc1cc(C)nc(NC(N)=NCCc2ccccc2)n1 | -96* | 11µM*
CC1CCCC=CC2CC(OC(=O)CN(C)C)CC2C(O)C=CC(=O)O1 (stereo not drawn) | -98* | 0.56µM*
COc1ccc([C@H]2/C=C\CN(C(=O)[C@H](Cc3ccccc3)NC(=O)OCC3c4ccccc4-c4ccccc43)CC(=O)N2Cc2ccc(F)cc2)cc1 | 10 | 8%
COc1ccc(NC(=O)c2cc(-c3ccc(C)o3)nc3ccccc23)cc1 | 28 | 4%
O=C(Nc1cccc(Cl)c1)OCCOCCOC(=O)Nc1cccc(Cl)c1 | 2 | -29%
O=C(CCNC(=O)c1ccco1)NNC(=O)c1ccc(Br)cc1 | -27 | 28%
O=C(NC1CC1)C1=C[C@H](c2ccc(C(F)(F)F)cc2)C[C@H](OCCCCO)O1 | 17 | 47%[activator][8.37 µM]
O=C(O)c1cccc2c1/C(=N/O)c1ccccc1-2 | 8 | 2%
O=C(CNC(=O)c1cccc(S(=O)(=O)N2CCc3ccccc32)c1)Nc1ccccc1Br | -83* | ?
Cc1ccc2ccc3cccnc3c2n1 | -78* | ?
Cc1cc(C)c2c3c(cn2n1)c(=O)n(C)c(=O)n3C | 6 | ?
O=C1NC(c2ccccc2)C(c2ccccc2)N1 (stereo not drawn) | -21 | 20%
CCOc1ccc(S(=O)(=O)NCc2cccnc2)cc1NC(=O)c1ccccc1 | ? | 0%
CN(C)c1ccc(C=NNc2ccccn2)c(Cl)c1 | 75 | 25%
COc1cc(NC(=O)OCc2ccccc2)c2ncccc2c1 | 6 | 14µM*
CN1C[C@@H]2[C@@H]3C(=O)N(C)C(=O)[C@@H]3[C@](Cc3ccccc3)(C1=O)N2C(=O)c1ccccc1 | -5 | 13%
Cc1c(Cl)cccc1NS(=O)(=O)c1ccccc1 | -10 | 5%
CN(Cc1cc(Cl)cc(Cl)c1)CC(C(=O)c1ccccc1)c1ccccc1 (stereo not drawn) | ? | ?
O=C1OC(c2ccccc2)C(O)=C1c1ccccc1 (stereo not drawn) | 17 | 6%
Cc1ccc(NC(=O)c2ncn(CCCN(CCCn3cnc(C(=O)Nc4ccc(C)c(C)c4)n3)Cc3ccc4[nH]ccc4c3)n2)cc1C | 9 | ?
Cn1c2c(c(=O)n1-c1ccccc1)CSCC2 | -26 | 11%
COc1ccc(N/C(=C2\CCCC2=O)C2CCCCC2)cc1 | 44 | 0%
CCOc1ccc(NC2=CC(=O)C(=O)c3ccccc32)cc1 | ? | ?

# An excerpt from above in order of molar mass, high to low.
Compound | HCMV inh | HCV inhibitor
COc1ccc([C@H]2/C=C\CN(C(=O)[C@H](Cc3ccccc3)NC(=O)OCC3c4ccccc4-c4ccccc43)CC(=O)N2Cc2ccc(F)cc2)cc1 | 10 | 8%
CC1CCCC=CC2CC(OC(=O)CN(C)C)CC2C(O)C=CC(=O)O1 (stereo not drawn) | -98* | 0.56µM*
COc1ccc(NC(=O)c2cc(-c3ccc(C)o3)nc3ccccc23)cc1 | 28 | 4%

# (continued)
Compound | HCMV inh | HCV inhibitor
CC(C)(C)NC(=O)C1(N2C(=O)c3ccccc3C2=O)CCCC1 | 15 | 0%
COc1ccc(CC2C(=O)NC(C)C(=O)N(C)C3Cc4ccc(cc4)Oc4cc(ccc4O)CC(C(=O)NC(C)C(=O)NC(C)C(=O)N2C)N(C)C3=O)cc1 (stereo not drawn) | -101* | ?
O=C1[C@H](Cc2ccccc2)NCCCC[C@H](c2ccco2)N1Cc1ccccc1 | -16 | ?
COc1ccc(C2=NOC(C)(c3nnc(Cc4ccccc4)o3)C2)cc1 (stereo not drawn) | 6 | ?
O=S(=O)(CCNC1CC1)NC1CCCCC1 | -7 | 21%
COc1cc(C(=O)c2ccccc2C(=O)O)c(OC)c2c1CCCC2 | 13 | 23%
CCOc1ccccc1C(=O)N(Cc1ccccc1)Cc1cc2cc3c(cc2[nH]c1=O)OCCO3 | 48 | -11%
O=C(Cn1cnc2cc([N+](=O)[O-])ccc2c1=O)Nc1cccc(S(=O)(=O)N2CCCCC2)c1 | ? | 5.6µM*
CC1NC(=O)NC(=O)C1Br (stereo not drawn) | -4 | 3%
COc1ccc(-c2c(-c3ccsc3)oc3ccc(N4CCOCC4)cc23)cc1 | 3 | -26%
CC1Cc2ccccc2N1C(=O)CSc1nc2c(c(=O)n(C)c(=O)n2C)n1Cc1ccc(F)cc1 (stereo not drawn) | -106* | ?
O=C(OCC(O)C(O)C(O)C(SCc1ccccc1)SCc1ccccc1)c1ccccc1 (stereo not drawn) | 16 | ?
CC(C)CN1CC(Br)C(=O)NC1=O (stereo not drawn) | -11 | -5%
CCc1nn(CC(=O)NCCCN2CCOCC2)c(=O)c2cc3c(OC)cccc3n12 | 0 | 5%
CN(C)c1ccsc1C(=O)NNS(=O)(=O)c1ccc(Cl)cc1 | 23 | 15%
OCCN1c2ccccc2CCc2ccccc21 | -14 | 3%
CCCCn1c(N)c(N(CCOC)C(=O)CN2C(=O)NC3(CC(C)CC(C)(C)C3)C2=O)c(=O)[nH]c1=O (stereo not drawn) | 18 | 6%
CCOC(=O)/C=C1/SCC(=O)N1Cc1ccc(Br)cc1 | 21 | ?
COc1cc(N)c2ncccc2c1Br | -12 | ?
COC(=O)C[C@H](NC(=O)Cn1cc(C)c(=O)[nH]c1=O)C(=O)OC | 24 | 5%
CCCOC(=O)C1NC(=O)N2C(C(=O)OCCC)C(C)(C)S[C@H]12 (stereo partly drawn) | -6 | 9%
CCn1cc(CN2CCC(n3nccc3NC(=O)C(OC)c3ccccc3)CC2)cn1 (stereo not drawn) | 12 | 22%
CCCCCCCCNCCS(=O)(=O)NCc1ccccc1OC | -1 | -29%
COc1nc(N)nc(NC(=O)c2cccs2)c1N=O | -78* | -5%
OC1CC2CCC(C1)N2CCCN1c2ccccc2Sc2ccc(Cl)cc21 (stereo not drawn) | -65* | ?
CCC1(CCC(C)C)C(=O)NC(=S)NC1=O | -32 | 19%
CCOC(=O)C(=O)Cc1nc(OCc2ccccc2)cc(OCc2ccccc2)n1 | -7 | -16%
CCN1C[C@@H]2[C@@H]3C(=O)N(C)C(=O)[C@@H]3[C@](CC)(C1=O)N2C(=O)c1ccc(F)cc1 | -2 | 11%
CC(C)(C)OC(=O)N1CCC(C(=O)Nc2cccc(C(=O)NCc3ccccc3)c2)CC1 | -27 | ?
Oc1c(CN2CCOCC2)ccc(CN2CCOCC2)c1O | -16 | 15%
CC(C)Sc1nc(N)nc2c1ncn2C1OC(CO)C(O)C1O (stereo not drawn) | -9 | 5%
CCOc1ccc(C(c2c(O)nc(SC)[nH]c2=O)c2c(O)nc(SC)[nH]c2=O)cc1 | 86 | 9%
COC(=O)C1=C(c2cc3ccccc3o2)C[C@@H]2CC[C@H]1N2C(=O)NCc1ccccc1 | -4 | -25%
CCn1ncc(Br)c1C(=O)Nc1sc2c(c1C(=O)OC)CCC2 | 14 | ?
CC(=O)N1Cc2cnnn2-c2ccccc2C1(C#N)Cc1ccccc1 (stereo not drawn) | -8 | 2%[8.37 µM]
COc1ccc(S(=O)(=O)NC(C(=O)OCC(=O)Nc2ccc(N3CCOCC3)cc2)C(C)C)cc1 (stereo not drawn) | -1 | 12%
O=C1OC(CCl)CN1Cc1ccc([N+](=O)[O-])cc1 (stereo not drawn) | 180 | 1%
N#Cc1ccc(OCC(=O)Nc2cc(S(=O)(=O)N3CCOCC3)ccc2N2CCCC2)cc1 | 0 | 0%
CC1CN(Cc2ccco2)C(=S)N(c2ccccc2)C1=O (stereo not drawn) | -8 | 27%
O=C(NN=CC=Cc1ccccc1)C(O)C(O)C(=O)NN=CC=Cc1ccccc1 (stereo not drawn) | -99* | 14%
O=C(COc1ccccc1)Nc1nc2cc3c(cc2s1)OCO3 | 7 | ?
C=C1CCN([C@@H](CC(C)C)C(=O)NCCCc2ccccc2)S(=O)(=O)c2ccccc21 | 2 | -13%
C[C@]12C=CC(=O)C=C1CC[C@@H]1C2=CC[C@]2(C)[C@@H](C(=O)CN3CCN(c4cc(N5CCCC5)nc(N5CCCC5)n4)CC3)CC[C@@H]12 | ? | -17%
Cc1cccc(-c2ccc3c(c2)C2CC3CCN2)c1 (stereo not drawn) | -11 | -5%[8.37 µM]
c1ccc(-c2c[nH]c(-c3ccccc3)c2)cc1 | 28 | -6%
O=c1c2ccccc2sn1-c1ccc(S(=O)(=O)N2CCCCC2)cc1 | -21 | -22%
CC1(C)CC(=O)C(=Cc2cn(-c3ccccc3)nc2-c2ccccc2)C(=O)C1 | 8 | 1%
COC(=O)C1=C(c2cc3ccccc3o2)C[C@@H]2CC[C@H]1N2C(=O)NCCCOC(C)C | 2 | -25%
O=C(NC(CSC(=O)c1ccccc1)C(=O)O)OCc1ccccc1 (stereo not drawn) | 2 | 33%[activator]
CC1=C(C)N(C)[C@H](c2ccccc2Br)[C@H](O)C1=O | 8 | 3%

# Other structures
Compound | HCMV inh | HCV inhibitor
CC(=O)Nc1cc2c(c([N+](=O)[O-])c1C)C(C)(C)CC2(C)C | -20 | -23%
CC(=O)Nc1ccc2c(c1)Cc1ccc(Cl)cc1-2 | 40 | ?
O=C1NCC(c2ccccc2)(c2ccccc2)C(=O)N1 | -12 | 39%[activator]
CN1CCN(S(=O)(=O)c2cccc(C(=O)Nc3ccc(Br)cc3Br)c2)CC1 | ? | ?
O=C(NN1CCOCC1)c1cccc(F)c1 | 16 | 28%
COc1ccc(CNc2nc3nc(C)c(Cl)c(C)n3n2)cc1OC | 13 | 10%
C=CCN1[C@@H](Cc2ccccc2)COCCS1(=O)=O | -32 | 8%
c1ccc(CCNCc2cccs2)nc1 | -6 | 23%
CCOc1ccccc1C(=O)NCCNC(=O)c1ccccc1OCC | -3 | -27%
CC(C)C(C)N(Cc1ccc(C(=O)O)cc1)C(=O)c1ccc2ccccc2n1 (stereo not drawn) | 1 | 24%
Cc1ccc(S(=O)(=O)Nc2ccc3nc(C)oc3c2)cc1 | -36 | ?
COc1cc(/C=C/C(=O)OCC(=O)N(CC(C)C)c2c(N)n(Cc3ccccc3)c(=O)[nH]c2=O)ccc1O | 13 | -29%
COc1ccccc1Oc1ccc(NC(=O)Cc2ccccc2)cc1 | 4 | ?
Cc1ccc(NC(=O)c2cc(S(=O)(=O)Nc3ccc(C)cc3)cs2)cc1 | -11 | -13%
Cc1cc(Br)ccc1NC(=O)CN(C)C(=O)C1CCN(c2ncnc3sc(C)c(C)c23)CC1 | -83* | 10µM*
Cc1ccc(N=Cc2cc3c(cc2[N+](=O)[O-])OCO3)cc1[N+](=O)[O-] | -28 | 11%
O=C1C=C(Nc2cccnc2)c2ccccc2C1=O | 23 | 13µM*
CC(C)C[C@@H](CNCC(=O)[C@H](Cc1c[nH]c2ccccc12)NC(=O)c1[nH]cnc1C(=O)N[C@H](CN)CC(C)C)NC(=O)c1nc[nH]c1C(=O)N[C@@H](CC(=O)O)C(=O)O | 23 | ?
CC(=O)c1ccc(S(=O)(=O)N2CCN(CC(=O)Nc3ccnn3C3CCCC3)CC2)cc1 | 11 | -7%
COc1ccc(C(=O)NCC(c2ccco2)N2CCCCC2)cc1S(=O)(=O)Nc1ccc(C)cc1 (stereo not drawn) | -10 | ?
CCOC(=O)N1CCN(C(=O)C2CCN(C(=O)c3ccccc3C)CC2)CC1 | 0 | ?
Cc1ccc(C(C)C)c(OCCOCCN2CCNCC2)c1 | -18 | ?
O=c1c2ccccc2oc2cc(Br)ccc12 | -29 | 10%
CN(C(=O)c1cccc(NC(=O)Cc2ccc(NC(=O)C3CCCN(C(=O)c4ccccc4)C3)cc2)c1)C1CCCCC1 (stereo not drawn) | -6 | -1%[8.37 µM]
CC1C(C)N(C(=O)CCl)c2ccccc2N1C(=O)CCl (stereo not drawn) | -39 | 4.5µM*

# Full records as entered above. Order of screens: HCMV inh	HCV inhibitor
# O=C(NN1CCOCC1)c1cccc(F)c1 is listed as 16	28%
# COc1ccc(CNc2nc3nc(C)c(Cl)c(C)n3n2)cc1OC is listed as 13	10%
# CC1C(C)N(C(=O)CCl)c2ccccc2N1C(=O)CCl (stereo not drawn) is listed as -39	4.5µM*
# CN(C(=O)c1cccc(NC(=O)Cc2ccc(NC(=O)C3CCCN(C(=O)c4ccccc4)C3)cc2)c1)C1CCCCC1 (stereo not drawn) is listed as -6	-1%[8.37 µM]

# More entries follow.
Compound | HCMV inh | HCV inhibitor
Cc1cccc(Nc2nnc(SCC(O)=C(C#N)c3nc4ccccc4[nH]3)s2)c1 | 30 | -7%
CCOc1ccc(CCN2C(=S)N([C@@H](CC(C)C)CN3CCCC3CN3C(=S)NC[C@@H]3Cc3ccc(O)cc3)C[C@@H]2Cc2ccc(O)cc2)cc1 (stereo partly drawn) | -84* | 11µM*
CCOC(=O)C1C2C=CC3(CN(c4ccccc4CC)C(=O)C13)O2 (stereo not drawn) | 13 | 8%
CN(NC(=O)NN(C)C(=O)c1ccccc1)C(=O)c1ccccc1 | -22 | 19%
O=C1C=CC(=O)N1CCCCCCCCCCN1C(=O)C=CC1=O | -34 | ?
CCOc1ccc2c(S(=O)(=O)O)cccc2c1[N+](=O)[O-] | -26 | 9%
CCc1ccccc1NC(=O)C1CCN(S(C)(=O)=O)CC1 | -34 | 10%
CCCCOC(=O)c1ccccc1N | 3 | 15%
COP(=S)(OC)Oc1ccc(Sc2ccc(OP(=S)(OC)OC)cc2)cc1 | -29 | 26%
COC1C(CO)OC(n2c3c(Cl)cccc3c3c4c(c5c6cccc(Cl)c6[nH]c5c32)C(=O)NC4=O)C(O)C1O (stereo not drawn) | -98* | ?

# A portion of the library; count on the stated rates, not on these rows.
